# BRCA1 expr up = qHTS Assay to Identify Small Molecule Activators of BRCA1 Expression; MCF7-BRCA1-FFLuc reporter, luminescence, 48 h; response scale: scaled: vehicle 0%, 10 µM genistein 100%; Potency, µM (highest dose often 46.1 µM), without a hit: at the top dose activation, hits mostly activators; actives 1.1% (n = 380,000); AID 624202, 2012; also: potency is read from the fitted curve at half-maximal effect; nearly all actives have a fitted effect of over 80% in size; some results filed as inactive show a strong effect at the top dose
#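 48 h compound treatment of MCF7-BRCA1-FFLuc cells (phenol-red free MEM, 37 °C), then 15 min with luciferase substrate and luminescence imaging.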
# Giardia kill = Small Molecules that selectively kill Giardia lamblia: qHTS; Giardia lamblia trophozoite viability; activity change, % at 7.66 µM, hits read low; actives 0.15% (n = 340,000); AID 540267, 2011; in the data active = activity change below about -80%; inconclusive = between about -30% and that limit;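 also: parasites exposed to compound for two days anaerobically before the ATP read; % is scaled to controls: 0 for no effect and ±100 for the full control effect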
#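 Luminescence from cellular ATP indicates surviving trophozoites (100 cells/well) following 48 hrs anaerobic compound treatment at 37 deg C; signal develops 15-30 min at room temperature.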
# ELG1 genotox = qHTS screen for small molecules that induce genotoxicity in human embryonic kidney (HEK293T) cells expressing luciferase-tagged ELG1 | HEK293T ELG1-luciferase reporter, luminescence, 16 h | Potency, µM (doses to about 46 µM), inactives show top-dose activity change, positive = activation, usual class: activators | actives 1.3% (n = 330,000) | AID 504466, 2011; also: potency is read from the fitted curve at half-maximal effect; % of control where 0% means no effect; nearly all actives have a fitted effect of over 60% in size
#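 After overnight (16 hr) compound treatment at 37 °C, ELG1-luciferase HEK293T cells were lysed with ONE-Glo; luminescence quantified 30 min later at room temperature.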
# RORg inh = qHTS for inhibitors of ROR gamma transcriptional activity; Nuclear receptor ROR-gamma (Mus musculus), P51450; Drosophila S2 Gal4-RORgamma UAS-luciferase reporter, 20 h; Potency, µM (doses to about 53.6 µM), for inactives: top-dose activity change, negative = inhibition, actives largely listed as inhibitors; actives 5.4% (n = 310,000); also: potency is read from the fitted curve at half-maximal effect; % is scaled to controls: 0 for no effect and ±100 for the full control effect; nearly all actives have a fitted effect of over 60% in size
# Target sequence (P51450 whole entry, looked up, the tested form may be a part): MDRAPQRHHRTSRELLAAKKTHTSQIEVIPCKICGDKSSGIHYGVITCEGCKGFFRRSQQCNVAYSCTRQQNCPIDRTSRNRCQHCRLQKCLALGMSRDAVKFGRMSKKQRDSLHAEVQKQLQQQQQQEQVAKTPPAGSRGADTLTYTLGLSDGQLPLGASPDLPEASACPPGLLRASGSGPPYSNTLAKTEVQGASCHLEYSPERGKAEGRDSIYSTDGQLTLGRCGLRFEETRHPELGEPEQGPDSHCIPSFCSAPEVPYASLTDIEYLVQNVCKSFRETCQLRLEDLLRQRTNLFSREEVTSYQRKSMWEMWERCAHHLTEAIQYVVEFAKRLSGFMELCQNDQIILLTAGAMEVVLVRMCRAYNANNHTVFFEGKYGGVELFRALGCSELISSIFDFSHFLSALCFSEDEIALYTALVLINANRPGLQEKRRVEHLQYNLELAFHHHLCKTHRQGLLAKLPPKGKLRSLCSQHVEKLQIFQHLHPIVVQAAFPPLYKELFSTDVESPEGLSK
#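 Drosophila S2 cells stably expressing Gal4-DBD/mouse RORγ fusion under metallothionein promoter plus UAS-luciferase; compound 1 h, then 700 uM CuSO4 induction for 20 h at ambient temperature; inhibition read as reduced luminescence.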
# Rab9 promoter act = qHTS Assay for Rab9 Promoter Activators. Huh7 Rab9 promoter-luciferase reporter, luminescence, 24 h. Potency, µM (titrated, usually from 9.22 µM), without a hit: top-dose activation, negative = inhibition, hits mostly activators. actives 2.8% (n = 320,000); also: potency is read from the fitted curve at half-maximal effect; % of control where 0% means no effect; nearly all actives have a fitted effect of over 60% in size
#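 Huh7 reporter line, Rab9 promoter upstream of luciferase. Compound exposure 24 h at 37 °C in reduced-serum medium with 10% FBS. Read-out: luminescence.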
# PKM2 act = qHTS Assay for Activators of Human Muscle isoform 2 Pyruvate Kinase; purified PKM2, Kinase-Glo ATP luminescence, activation; response scale: 0% is enzyme alone, no compound; Potency, µM (doses to about 57.5 µM), for inactives: at the top dose activation, usual class: activators; actives 0.34% (n = 260,000); AID 1631, 2009; also: potency is read from the fitted curve at half-maximal effect; % is scaled to controls: 0 for no effect and ±100 for the full control effect; nearly all actives have a fitted effect of over 55% in size
#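 Kinase-Glo luminescence reports ATP generated from ADP (0.1 mM) and PEP (0.5 mM) by purified hPK-M2 after 1 h at room temperature, pH 7.2 imidazole buffer; intermediate enzyme activity allows detecting inhibitors and activators.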
# p53 reactivation = qHTS assay for re-activators of p53 using a Luc reporter. AID 504706, 2011. actives 0.063% (n = 320,000). H1299 p53-A138V BP100-luciferase reporter, luminescence, 24 h. Potency, µM (top dose mostly 92.2 µM), inactives show at the top dose activity change, positive = activation, usual class: activators; also: potency is read from the fitted curve at half-maximal effect; % of control where 0% means no effect; nearly all actives have a fitted effect of over 45% in size
#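 p53-null H1299 cells stably carrying temperature-sensitive p53-A138V and a BP100-luciferase reporter were pinned with compounds (4-point, 1:5 series) and held 24 hrs at 37 deg C. Luminescence was read 10 min after detection reagent.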
# VP16 counter = VP16 counterscreen qHTS for inhibitors of ROR gamma transcriptional activity. Drosophila S2 Gal4-VP16 UAS-luciferase, luminescence, 20 h. Potency, µM (titrated, usually from 53.6 µM), for inactives: at the highest dose activity, negative = inhibition, actives largely listed as inhibitors. actives 3.5% (n = 310,000);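 also: Gal4-VP16 expression switched on by copper sulfate through the metallothionein promoter; potency is read from the fitted curve at half-maximal effect; % is scaled to controls: 0 for no effect and ±100 for the full control effect; nearly all actives have a fitted effect of over 50% in size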
# FLuc modulator = qHTS profiling assay for firefly luciferase inhibitor/activator using purifed enzyme and Km concentrations of substrates (counterscreen for miR-21 project). Luciferin 4-monooxygenase (Photinus pyralis), P08659. purified FLuc, Km substrates, luminescence inhibition. Potency, µM (series often up to 57.5 µM), for the others: at the highest dose activity change, negative = inhibition, hits mostly inhibitors. actives 6.9% (n = 360,000);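 also: potency is read from the fitted curve at half-maximal effect; plate controls were vehicle for no effect and reference inhibitor for full effect; nearly all actives have a fitted effect of over 55% in size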
# Target sequence (P08659 whole entry, looked up): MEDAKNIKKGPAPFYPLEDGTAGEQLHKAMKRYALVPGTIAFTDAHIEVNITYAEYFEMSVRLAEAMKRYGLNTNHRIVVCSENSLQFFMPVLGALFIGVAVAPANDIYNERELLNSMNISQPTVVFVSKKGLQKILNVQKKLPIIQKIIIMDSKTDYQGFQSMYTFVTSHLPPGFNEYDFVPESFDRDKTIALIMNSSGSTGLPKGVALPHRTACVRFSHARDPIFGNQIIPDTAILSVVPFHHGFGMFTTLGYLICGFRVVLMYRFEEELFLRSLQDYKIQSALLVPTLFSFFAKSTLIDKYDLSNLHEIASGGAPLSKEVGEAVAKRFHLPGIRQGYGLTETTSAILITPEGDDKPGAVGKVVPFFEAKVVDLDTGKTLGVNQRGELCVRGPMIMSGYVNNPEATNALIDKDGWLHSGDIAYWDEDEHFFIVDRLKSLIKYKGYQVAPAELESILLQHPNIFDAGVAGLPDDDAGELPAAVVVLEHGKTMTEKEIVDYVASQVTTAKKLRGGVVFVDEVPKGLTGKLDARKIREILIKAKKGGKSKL
#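 Purified P. pyralis luciferase, 10 nM final, with Km-level 10 uM D-luciferin and 10 uM ATP in 50 mM Tris acetate pH 7.5, 10 mM Mg acetate, 0.01% Tween-20, 0.05% BSA; 6-point qHTS titration about 60 µM downward; luminescence read.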
# NPC1 promoter act = qHTS Assay for NPC1 Promoter Activators | Huh7 NPC1 promoter luciferase reporter, 24 h | Potency, µM (series often up to 9.22 µM), for the others: top-dose activation, usual class: activators | actives 2.4% (n = 320,000);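 also: potency is read from the fitted curve at half-maximal effect; % of control where 0% means no effect; nearly all actives have a fitted effect of over 60% in size; reporter is driven by a mutant NPC1 promoter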
#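 In 1536-well qHTS, Huh7 cells harboring an NPC1 promoter–luciferase construct received compound for 24 h; activation was quantified by luminescence following luciferase reagent addition.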
# Menin-MLL TR inh = qHTS Assay for Inhibitors Targeting the Menin-MLL Interaction in MLL Related Leukemias: Competition With Texas Red Labeled MLL-derived Mutant Peptide. O00255. Menin + Texas Red MLL mutant peptide, fluorescence polarization. Potency, µM (series often up to 61.6 µM), inactives show at the top dose FP activity change, negative = inhibition, most hits filed as inhibitors. actives 0.23% (n = 270,000). AID 1768, 2009; active = well fitted inhibition curve with a large enough effect in the polarisation, with a control signal flat, not every such curve was filed as active; inconclusive = small, poorly fitted or top-dose-only effect, or effect the other way, or a change in a side signal; inactive = no such curve, though single readings can be large or run the other way; the % refers to the polarisation; also: potency is read from the fitted curve at half-maximal effect; % of control where 0% means no effect; many of its hits are not listed in these tables
# Numbers without * were called inactive; u = inconclusive; x = no result given; & = joins results of further samples; [ ] = dose if it differs, or a comment. Unless noted, calls follow the shape of the dose curve; as a rule, active = well fitted curve in the direction sought with a large enough effect; inconclusive = small, poorly fitted or top-dose-only effect, or another doubt; inactive = no such curve, though single readings can be large; an effect the other way counts as inactive or inconclusive. A portion of the library; the hit share may differ from the screen's.
Structure	Giardia kill	VP16 counter	NPC1 promoter act	p53 reactivation	Rab9 promoter act	RORg inh	ELG1 genotox	Menin-MLL TR inh	FLuc modulator	BRCA1 expr up	PKM2 act
CC(=O)N/C(=C\c1ccc2c(c1)OCO2)C(=O)NC(C(=O)O)c1ccccc1 (configuration not stated)	-20	20%	-2%	3%	0%	26%	-2%	x	4%	7%	0%
CS(=O)(=O)c1ccc(NC(=O)C2CCCN(C(=O)c3ccc(Cl)cc3)C2)cc1 (configuration not stated)	0	x	1%	1%	-1%	x	-4%	x	4%	-13%	x
CCOCC(=O)N1CCN(Cc2ccc3c(c2)OCO3)CC1	15	3%	-2%	18%	6%	-16%	0%	21%	-1%	-28%	0%
Cn1c(SCC(=O)c2ccc(-c3ccccc3)cc2)nnc1-c1ccco1	1	1%	-1%	u	4%	22%	-2%	2%	u	17%	u
N#CC1=C(Nc2ccccc2)SC=C(c2ccccc2)N=C1N1CCOCC1	4	29%	1%	-3%	13%	8%	6%	-5%	5%	3%	18%
CC(C)NC(=O)NC(=O)COC(=O)C1CCCN1C(=O)c1cccs1 (configuration not stated)	5	18%	-3%	0%	4%	42%	1%	-3%	0%	13%	5%
CCCSc1n[nH]c(NC(C)=O)n1	1	0%	0%	5%	5%	13%	4%	-14%[11.7 µM]	0%	0%	0%
CCS(=O)(=O)N1CCC(NC(=O)C(Cc2cc(OC)ccc2OC)NC(C)=O)CC1 (configuration not stated)	7	-12%	1%	x	1%	-15%	-3%	1%	-3%	3%	-3%
COc1cc2[nH]c(=O)n(Cc3ccc(C(=O)NCCCN4CCC(C)CC4)cc3)c(=O)c2cc1OC	-4	-1%	-1%	-3%	1%	-18%	11%	-10%	0%	1%	-3%
Cn1c(=O)c2c(nc(NCc3ccco3)n2C)n(C)c1=O	-7	8%	-3%	3%	1%	-1%	0%	11%	6%	-7%	18%
CCNC(=O)c1ccc(NS(=O)(=O)c2ccccc2)cc1	0	-8%	-4%	-3%	1%	11%	0%	22%	1%	-1%	-1%
O=C(CCN1CCN(c2ccc(Cl)cc2)CC1)Nc1nccs1	-5	0%	0%	10%	-5%	19%	-6%	x	9%	4%	0%
Cc1cc(C)nc(OC(=O)c2c(Cl)cc(Cl)cc2Cl)n1	-5	-8%	-1%	-2%	-4%	4%	-8%	-9%	u	-22%	6%
CCOCCCNC(=O)C(NC(=O)c1ccccc1O)c1ccc(Cl)cc1 (configuration not stated)	53[activator]	-3%	-3%	1%	1%	27%	0%	-1%	-15%	10%	2%
O=C(Cn1c(=O)n(-c2ccccc2)c(=O)c2oc3ccccc3c21)Nc1ccccc1	-2	-1%	-2%	-18%	3%	-16%	1%	-8%	0%	-9%	1%
COc1cc(NC(=O)c2cccnc2)ccc1NC(=O)c1ccccc1Cl	8	19%	-2%	-2%	-2%	u	-4%	-7%	-11%	7%	1%
CCC(C)(C)NC(=O)CSc1nc(Cc2ccccc2)nc2ccccc12	3	5%	-1%	9%	3%	u	-1%	3%	3%	-64%	0%
O=C(COC(=O)CN1C(=O)c2ccccc2C1=O)Nc1cccc(F)c1	-2	x	-2%	8%	2%	x	-1%	x	5%	-6%	x
Cc1nc2nc(SCc3ccccc3)[nH]n2c(=O)c1C	-13	5%	1%	3%	0%	u	1%	-1%	u	20%	x
CC(C)C(=O)Nc1cccc(C(=O)Nc2cc([N+](=O)[O-])ccc2F)c1	-1	-6%	-5%	-1%	-4%	6%	0%	21%	u	-35%	-9%
Cc1ccsc1/C=N/Nc1ccc(F)cc1F	-2	3%	u	17%	2.2µM*	33%	u	u	12µM*	56%	x
Cc1cccc(Cn2c(C)nc3c(N)c(C)c(C)cc32)c1	-12	u	-4%	-6%	5%	13µM*	-4%	-20%	-4%	-5%	-17%
COc1ccc(N(CC(=O)NCC2CCCO2)S(=O)(=O)c2c(C)noc2C)cc1 (configuration not stated)	-12	-7%	-1%	5%	-8%	22%	-1%	-1%	5%	0%	-2%
OC(CNCc1ccccc1F)(c1ccc(F)cc1)c1ccc(F)cc1	13	u	0%	17%	-5%	7.9µM*	-5%	-12%	-3%	-10%	0%
O=C(NCCNCCO)c1c(O)c2cccc3c2n(c1=O)CCC3	-4	-3%	-3%	-8%	1%	-16%	-10%	1%	-3%	16%	-4%

# Next part.
Structure	Giardia kill	VP16 counter	NPC1 promoter act	p53 reactivation	Rab9 promoter act	RORg inh	ELG1 genotox	Menin-MLL TR inh	FLuc modulator	BRCA1 expr up	PKM2 act
CCC(=O)Nc1cccc(C2=NOC3(C2)C[C@@H](C(N)=O)N(C(=O)CC(c2ccccc2)c2ccccc2)C3)c1 (some centres not stated)	10	1%	-5%	0%	0%	26%	1%	x	-1%	0%	0%
COc1ccc(-c2cn(CCO)c(CCN)n2)cc1	-11	x	-1%	-1%	0%	x	-1%	x	-1%	-7%	x
COC1CCCCC1Nc1cc(C)ccc1C (configuration not stated)	9	-25%	1%	-2%	-2%	-36%	3%	-23%	-2%	8%	18%
CCOc1ccc(NC(=O)c2c(NC(=O)CN3CCN(C)CC3)sc3c2CCC3)cc1	x	-1%	-4%	13%	11%	42%	-1%	-20%	-2%	x	1%
C=CCN1C(=O)S/C(=C\c2ccc3c(c2)n(C)c(=O)n3C)C1=O	-6	22%	9%	4%	21%	23%	u	10%	-13%	-18%	1%
COc1ccc(/C=N/NC(=O)c2ccc(Cl)cc2Cl)cc1COC(C)=O	-14	-8%	-5%	-2%	-6%	21%	1%	-4%	6%	-46%	-1%
O=C(NCCCn1ccnc1)c1ccc(Br)cc1	20	-9%	1%	-1%	0%	7%	2%	0%	3%	0%	x
COC(=O)c1cccc(NC(=O)c2cc(OC)c(OC)c(OC)c2Br)c1	-3	-17%	0%	-2%	1%	25%	-4%	2%	-7%	-36%	-3%
O=C(Nc1ncn[nH]1)c1c(Cl)ccc(Cl)c1Cl	3	-6%[0.365 µM]	1%	-6%	0%	-24%	-3%	1%	3%	-6%	-26%
CCOc1ccc(NC(=O)c2ccc(S(=O)(=O)N(C)C)cc2)cc1	-19	28%	3%	-7%	-8%	12%	-5%	1%	0%	-10%	-4%
Cc1cccc(NC(=S)Nc2cccc(C(F)(F)F)c2)n1	20	u	-5%	4%	-5%	1µM*	1%	4%	3%	-55%	-3%
COc1nc(Nc2cccc([N+](=O)[O-])c2)nc(OC)n1	-14	6%	0%	-3%	-3%	8%	3%	-2%	-1%	-22%	x
Oc1ccc(-c2nc3ccccc3s2)cc1	-13	u	2.8µM*	8%	2.8µM*	u	3.7µM*	x	1.9µM*	66%	-23%
CC1(C)OC(=O)N2CCc3ccccc3C21C (configuration not stated)	-13	-1%	-2%	4%	2%	-8%	4%	-1%	-1%	6%	1%
C=CCCc1ccc(C#N)c(SCc2c(C(=O)OCC)c3cc(OC(C)=O)c(Br)cc3n2C)n1	32[activator]	-6%	-32%[inhibitor]	-29%	-30%	-13%	1%	-5%	1%	-70%	-16%
O=C(Nc1ccccc1C(=O)Nc1ccncc1)c1ccc([N+](=O)[O-])cc1	-16	-1%	1%	13%	-3%	25%	14%	u	19µM*	38%	-17%
O=S(=O)(Nc1ccc(Br)cn1)c1cccs1	-26	6%[10 µM]	-3%	6%	-3%	11%	0%	20%	-1%	-5%	25%
Oc1ccc(Oc2ncc(Cl)cc2Cl)cc1	-5	-2%	-3%	-8%	3%	-12%[0.365 µM]	10%	2%	-17%	25%	-2%
Cc1cccc(C)c1N(CC(=O)N1CCN(C)CC1)S(C)(=O)=O	12	-17%	-1%	1%	-3%	-2%	-2%	20%	3%[2.3 µM]	-17%	1%
Cn1c(SCC(=O)NC(C)(C)C)nc(O)cc1=O	5	-6%	-1%	17%	1%	11%	-7%	4%	-1%	2%	-4%
Cc1ccc(-c2cc([C@H]3[C@@H]4C=CCC[C@@]4(C)C(=O)N3Cc3ccccc3)ccc2F)cc1	22	0%	-6%	u	-1%	u	1%	x	-1%	-20%	0%
Cc1nc2sccn2c(=O)c1S(=O)(=O)Nc1ccc(N2CCOCC2)c(Cl)c1	13	-29%	-1%	17%	0%	u	-3%	2%	-3%&-9%	-20%	-9%
